Mac1 fbg enh: enhancers of CD11b/CD18 adhesion to fibrinogen, primary screen, K562 cells, luminescence. ATPlite luminescence. 0.07% of 93,000 active. AID 1499, 2009. activation, % at 10 µM. Integrin beta-2 (Homo sapiens) + Integrin alpha-M (Homo sapiens), P05107+P11215;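 active = 10 µM primary screen giving 50% or more activity, confirmed by 40% or more on retest at that dose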; note: strong numbers were not always called active; reference of the scale not given here
Target sequence (P05107 whole entry, looked up, other chains not shown): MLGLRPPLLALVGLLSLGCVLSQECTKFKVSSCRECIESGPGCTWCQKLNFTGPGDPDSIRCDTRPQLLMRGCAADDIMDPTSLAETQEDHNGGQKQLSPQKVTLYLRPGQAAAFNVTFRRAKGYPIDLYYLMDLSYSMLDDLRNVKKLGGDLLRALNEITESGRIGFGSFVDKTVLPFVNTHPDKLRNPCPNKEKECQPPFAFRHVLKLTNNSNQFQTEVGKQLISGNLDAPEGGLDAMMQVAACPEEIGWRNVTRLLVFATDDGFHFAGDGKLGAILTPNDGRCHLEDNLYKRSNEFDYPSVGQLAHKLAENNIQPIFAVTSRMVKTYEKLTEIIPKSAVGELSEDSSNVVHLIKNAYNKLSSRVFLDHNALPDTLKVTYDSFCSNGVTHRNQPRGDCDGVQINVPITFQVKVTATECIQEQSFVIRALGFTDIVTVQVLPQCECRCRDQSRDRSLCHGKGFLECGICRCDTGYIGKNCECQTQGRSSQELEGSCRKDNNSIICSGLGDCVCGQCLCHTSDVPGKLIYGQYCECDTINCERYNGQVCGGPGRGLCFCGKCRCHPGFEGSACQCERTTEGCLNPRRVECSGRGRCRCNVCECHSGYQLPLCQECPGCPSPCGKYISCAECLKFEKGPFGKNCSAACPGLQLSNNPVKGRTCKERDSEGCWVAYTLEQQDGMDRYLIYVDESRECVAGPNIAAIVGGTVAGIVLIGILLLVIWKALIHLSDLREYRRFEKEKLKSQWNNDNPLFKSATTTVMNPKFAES
Starred values were filed as active, the others as inactive. A portion of the library; rates above refer to the full screens.

Mac1 fbg enh	structure
-2	CCn1c(COc2ccc(=O)n(-c3ccccc3)n2)nnc1SCc1cccc(OC)c1
6	COC(=O)C(C)Sc1ncnc2c1c(-c1ccccc1)cn2-c1ccc(OC)cc1 (configuration not stated)
-3	CCOc1ccc(N2CC(C(=O)Nc3ccc(S(=O)(=O)Nc4ncccn4)cc3)CC2=O)cc1 (configuration not stated)
8	COc1ccc(Nc2ccc(Nc3ccc(OC)cc3)nn2)cc1
36	O=C(CCN1C(=O)c2ccccc2C1=O)Nc1ccc(-c2nc3ccccc3s2)cc1
-4	COc1ccc2c(c1)C1NC(=S)NC(C)(O2)C1C(=O)Nc1ccccc1C (configuration not stated)
-3	Cn1sc(NC(=O)c2ccccc2Cl)nc1=O
-6	COc1cc(NC(=S)Nc2cccnc2)cc(OC)c1
1	Cc1ccc(S(=O)(=O)CCC(=O)OCC(=O)c2c(C)[nH]c3ccccc23)cc1
-1	C=CCNC(=S)N/N=C(\C)c1cccc(OC)c1
0	COc1ccc(-c2cc(CNC(=O)CN3CCN(C)CC3)on2)cc1
5	CN(C)C(=O)COC(=O)c1cccnc1Nc1ccccc1F
0	COc1ccc(N=Nc2cnc(C)nc2-c2ccccc2)cc1
5	Cc1nn(Cc2c(Cl)cccc2Cl)c(Cl)c1/C=C/C(=O)OCC(=O)NCC(F)(F)F
0	CCOC(=O)c1cc(C(=O)c2cccs2)n2ccc(C(C)=O)cc12
-5	C=CCn1c(O)c(N=NC(=O)c2ccccc2NS(=O)(=O)c2cccs2)c2ccccc21
21	CSc1ccc(/C=c2\s/c(=C\C(=O)C(C)(C)C)n(CC(=O)NCCC3=CCCCC3)c2=O)cc1
-6	C=CCOC(=O)/C(=C\c1ccc(OC)cc1)NC(=O)c1ccco1
2	COCCOC(=O)C1=C(C)N(Cc2ccccc2)C(=O)NC1c1ccc(OC)cc1 (configuration not stated)
2	O=C(NCc1ccc(Cl)cc1)c1ccc(Cl)cc1[N+](=O)[O-]
0	Cc1ccc(C)c(-n2cc[nH]c2=S)c1
0	S=C(NCc1ccccc1)NCC1COc2ccccc2O1 (configuration not stated)
3	COc1ccc(C2=NN(C(=O)c3cccs3)C(c3ccc(OC)cc3)C2)cc1 (configuration not stated)
-4	O=C(COc1ccccc1)NCC(=O)N/N=C/C=C/c1ccccc1
3	COc1ccc(-n2c(C)cc(/C=N/Nc3nnc(C)n3N)c2C)cc1
9	COc1cc(NC(=S)NCCc2c[nH]c3ccccc23)c(OC)cc1Cl
4	CCCC(C(=O)O)N1C(=O)/C(=C/c2cccn2C)SC1=S (configuration not stated)
31	Oc1c(C=C2N=c3ccccc3=N2)sc(=S)n1C1CCCC1
4	COc1ccc(CCN2C(=O)NC(NC(C)=O)(C(F)(F)F)C2=O)cc1OC (configuration not stated)
-5	CC(CNCC1CCCO1)COc1cccc2ccccc12 (configuration not stated)

Reformatted: results already given
structure,Mac1 fbg enh
O=C(COc1ccccc1)NCC(=O)N/N=C/C=C/c1ccccc1,-4
Cn1sc(NC(=O)c2ccccc2Cl)nc1=O,-3
CSc1ccc(/C=c2\s/c(=C\C(=O)C(C)(C)C)n(CC(=O)NCCC3=CCCCC3)c2=O)cc1,21

Next part
Mac1 fbg enh	structure
9	O=C(CO)N/N=C/c1ccc(Cl)cc1
-1	Cc1ccc(NC(=S)Nc2ncccc2C)c(C)c1
131	CCn1c(C)cc(/C=C2/NC(=O)N(CC(=O)Nc3cccc(C)c3)C2=O)c1C
-4	COc1cc(C=O)ccc1OCCOCCOc1cc(C)ccc1Cl
2	Cc1cc(C)cc(Oc2ccccc2/C=C\C(=O)O)c1
-2	CC(C)(C)C(=O)NC(=S)NNC(=O)c1sc2ccccc2c1Cl
-1	Cc1cccc(Oc2ncnc(N)c2[N+](=O)[O-])c1
1	CN(CC1COc2ccccc2O1)C(=S)Nc1ccccc1F (configuration not stated)
1	O=C1C=C(NCc2ccccc2)CCC1
-7	Cn1c(Sc2ccc(Br)cc2)c(C=O)c2ccccc21
-7	Cc1ccc(C(=O)NCC(=O)OCC(=O)c2ccc3c(c2)OCCO3)cc1C
2	CCOC(=O)c1oc2c(CN3CCN(C)CC3)c(O)ccc2c(=O)c1-c1ccc(Br)cc1
1	Cc1ccc2cc(C)c3nnc(SCC(=O)N4CCCc5ccccc54)n3c2c1C
-1	O=[N+]([O-])c1cc2c(cc1/C=N/n1c(-c3ccccc3)n[nH]c1=S)OCO2
-2	C/C(=N\NC(=O)CN1CCOCC1)C(C)(C)C
0	Cc1ccc2nc(-c3ccccc3)cc(C(=O)N3CCc4ccccc4C3)c2c1
14	O=C(CSc1ccc(-c2ccco2)nn1)NCc1ccc(F)cc1
1	CC(C)OP(=O)(OC(C)C)C(Nc1ccccc1)c1ccc2c(c1)OCO2 (configuration not stated)
-4	Cc1ccc(S(=O)(=O)CNC(=S)c2cccc(C)c2)cc1
-5	Clc1ccc(Oc2nc3ccccc3n3cccc23)cc1
0	CCOc1ccc(Nc2n[nH]c(=S)s2)cc1
12	O=C(NCC1OCCc2ccccc21)c1ccc(NC(=O)c2ccc(Cl)cc2Cl)cc1 (configuration not stated)
-1	Cc1ccc(S(=O)(=O)C2C(=O)N(C)C3(C)CC2c2ccccc2O3)cc1C (configuration not stated)
-4	CN1CCN(CCc2nc3cc(NC(=O)COc4ccccc4)ccc3n2C)CC1
6	CCC1(C(=O)c2ccc(Cl)cc2)C2c3ccccc3OC(=O)C21C(=O)Nc1ccccc1 (configuration not stated)
28	COc1ccc(/C=C2/SC(=O)N(CC(O)Cn3c4ccccc4c4ccccc43)C2=O)cc1 (configuration not stated)
-3	Cc1ccccc1OCc1nnc(SCC(=O)Nc2ccc3nc(SCC(=O)NC(C)(C)C)sc3c2)n1C
-8	CCCn1nc([N+](=O)[O-])c(C(C#N)c2nc3ccccc3o2)c(Cl)c1=O (configuration not stated)
-2	O=[N+]([O-])c1ccc2c(c1)C(O)n1nc(-c3ccc(Cl)cc3Cl)nc1S2 (configuration not stated)
-3	Cc1ccc(S(=O)(=O)N(CC(=O)N/N=C/c2ccco2)Cc2ccccc2)cc1
-1	NC(N)=N/N=C/c1ccc(OCc2ccccc2)cc1
0	CCCNc1nc(C)nc2c1cnn2CCc1ccccc1
3	CC1(C)CC(=O)C(N=Nc2ccc3ncsc3c2)=C(O)C1
-2	CN(c1ccc(C(=O)NCCSCc2ccccc2)cc1)S(=O)(=O)c1ccccc1
0	COc1ccccc1NC(=O)Cc1csc(NC(=S)Nc2ccc(C)cc2)n1
13	O=C(CC1S/C(=N/N=C/c2cccs2)NC1=O)Nc1ccc(Cl)c(Cl)c1 (configuration not stated)
1	COc1cc(-c2nc3ccc4ccccc4c3c3c2CCC3)cc(OC)c1O
-2	N#CC(C#N)=C1C=CC=CN1/C(=C\c1ccco1)C(=O)c1ccc(Br)cc1
33	COC(=O)c1sc(NC(=O)C2c3ccccc3Oc3ccccc32)c(C(=O)OC)c1C
1	Cc1ccc(C)c(N2CCN(C(=O)c3csc4ccccc34)CC2)c1
-6	COc1ccc(NC(=O)c2csc3c2CCCC3)cc1
0	O=C(CC1SC(=O)N(Cc2ccccc2)C1=O)Nc1nccs1 (configuration not stated)
2	COc1cccc(/C=N/N2CCN(c3ccccc3OC)CC2)c1
0	FCCCOc1ccc(-c2ccnc(-c3ccccc3)n2)cc1
-5	Cc1ccc(C(=O)Nc2nc(-c3cc(Cl)sc3Cl)cs2)cc1
118	Cc1cccc(OCCOc2ccc(/C=N/NC(=O)Cc3nnc(N)s3)cc2)c1
0	N/C(=N\OC(=O)C1CCCCC1)c1cccc([N+](=O)[O-])c1
38	Cc1ccc(N2CCN(/N=C/C=C/c3ccccc3)CC2)cc1
7	Cc1c(Cl)cnc(NC(=O)COC(=O)CCC(=O)c2cccs2)c1Cl
6	Cc1cccc(NC(=O)Cn2c([N+](=O)[O-])cnc2C)c1C
-1	c1ccc(COc2ccccc2CNCc2cccnc2)cc1
9	O=C(CNC(=O)c1ccco1)N/N=C/c1ccc(O)c([N+](=O)[O-])c1
12	Cc1sc(NC(=O)c2cc(-c3ccccc3)nc3ccccc23)c(C(N)=O)c1C
5	CCOC(=O)c1sc(NC(=O)c2ccc(S(=O)(=O)N(CC)CC)cc2)nc1C
1	O=C(CSc1ncn[nH]1)N1N=C2/C(=C/c3ccccc3)CCCC2C1c1ccccc1 (configuration not stated)
2	C(=N\c1ncnc2sccc12)/NOCc1ccccc1
-1	Nn1c(=O)c2ccccc2n2c(SCc3ccc(C(F)(F)F)cc3)nnc12
0	CC1CCN(c2ccccc2NC(=O)c2ccc(N3CCOCC3)c([N+](=O)[O-])c2)CC1
0	CCOc1c2ccc(C(=O)NC3CCCc4ccccc43)cc2nn1CC (configuration not stated)
-5	Cc1n[nH]c(=S)c2nn(-c3ccccc3F)c(C)c12

More structures
Mac1 fbg enh	structure
-1	CCCCCCCC(=O)NNC(=O)CC(=O)Nc1ccccc1C(=O)O
2	Cc1ccc(-c2csc3ncnc(Oc4cccc5ccc(C)nc45)c23)cc1
4	O=c1[nH]c(Nc2ccc(F)cc2)cc2ccccc12
81	c1ccc(C2CC(c3ccccc3)n3c(nc4ccccc43)N2)cc1 (configuration not stated)
0	CCOC(=O)c1csc(NC(=O)CSc2nnnn2-c2ccc(OC)c(OC)c2)n1
1	O=C(C/C=N/OCc1c(Cl)cccc1Cl)c1ccccc1
1	CCn1cc(/C=N\NC(=O)c2csc3ccccc23)c(C)n1
1	CCCOc1ccc(C2=NNC(=O)CC2)cc1
11	N#CNC(=Nc1ccc(F)cc1)SCc1ccccc1
-4	O=c1[nH]cnc2c([N+](=O)[O-])cccc12
0	Cc1ccc(N(Cc2ccc(C(=O)NCCSc3ccccn3)cc2)S(C)(=O)=O)cc1C
-1	CN1CCN(c2ccc(Cl)cc2NC(=O)c2ccc(S(=O)(=O)N(C)C)cc2)CC1
-1	Cc1ccc2nc(Cl)c(C3CC(c4cccs4)=NN3C(=O)CCC(=O)O)cc2c1 (configuration not stated)
-3	CCc1ccc2nc3nc(C)cc(C)c3c(N)c2c1
0	O=C(CCCSc1nnnn1-c1cccc2ccccc12)c1ccc(F)cc1
6	Brc1ccccc1/C=N/Nc1ccc2ccccc2n1
57	Cc1cccc(/C=N/NC(=O)c2cc(-c3cccnc3)nc3c2c(C)nn3-c2ccccc2)c1
20	Cc1ccc(-n2nnnc2SCC(=O)Nc2ncc(Cc3ccccc3Cl)s2)cc1
7	O=C(CCSCc1cccc(Cl)c1)NCCC1=CCCCC1
20	O=c1c(Cl)c(N/N=C/c2ccc(Br)cc2)cnn1-c1ccccc1
2	C=CCSc1nnc(NC(=O)c2ccc(Cl)nc2)s1
-2	Cc1ccc(CNC(=O)C2CC(c3cccc([N+](=O)[O-])c3)=NO2)cc1 (configuration not stated)
-2	COc1ccc(/C=N/NC(=O)OC(C)(C)C)cc1OC
-4	CCc1nnc(NC(=O)c2cccc(OC)c2)s1
2	CNC(=S)N1N=C(c2ccccc2)CC1c1ccc(OC)c(OC)c1 (configuration not stated)
6	COC(=O)c1cc2n3ccccc3c(C)c(-c3ccccc3)c-2c1C(=O)OC
9	O=C(OC(c1ccccc1)c1nccc2ccccc12)c1cccc([N+](=O)[O-])c1 (configuration not stated)
-3	Nc1cc(N)nc(SCC(=O)N2CCN(C(=O)c3ccco3)CC2)n1
-3	O=C(NNC(=O)c1ccc2ccccc2c1O)c1ccccc1Cl
-3	Cc1ccc(NC(=O)c2ccc(NCc3ccco3)c([N+](=O)[O-])c2)cc1Cl

Ordered by the number under Mac1 fbg enh (rising): three from the list above.
Mac1 fbg enh	structure
-3	Cc1ccc(NC(=O)c2ccc(NCc3ccco3)c([N+](=O)[O-])c2)cc1Cl
2	COc1cccc(/C=N/N2CCN(c3ccccc3OC)CC2)c1
38	Cc1ccc(N2CCN(/N=C/C=C/c3ccccc3)CC2)cc1

Back to the main list with the 6 entries that preceded the break.
Mac1 fbg enh	structure
2	CNC(=S)N1N=C(c2ccccc2)CC1c1ccc(OC)c(OC)c1 (configuration not stated)
6	COC(=O)c1cc2n3ccccc3c(C)c(-c3ccccc3)c-2c1C(=O)OC
9	O=C(OC(c1ccccc1)c1nccc2ccccc12)c1cccc([N+](=O)[O-])c1 (configuration not stated)
-3	Nc1cc(N)nc(SCC(=O)N2CCN(C(=O)c3ccco3)CC2)n1
-3	O=C(NNC(=O)c1ccc2ccccc2c1O)c1ccccc1Cl
-3	Cc1ccc(NC(=O)c2ccc(NCc3ccco3)c([N+](=O)[O-])c2)cc1Cl
6	C=CCC(C=C)S(=O)(=O)c1ccc(C)cc1 (configuration not stated)
-1	CCOC(=O)Nc1nc(-c2ccccc2)c(C(=O)c2ccc(Cl)cc2)s1
2	Cc1ccc(-n2nnnc2SC(C)C(=O)NCC(=O)Nc2ccc(F)c(F)c2F)c(C)c1 (configuration not stated)
4	CCNc1nc(NCc2ccccc2)nc(SCC(=O)Nc2ccccc2)n1
-4	Cc1cc(C)c(S(=O)(=O)N2CCN(c3ccc([N+](=O)[O-])c(NCC4CCCO4)c3)CC2)c(C)c1 (configuration not stated)
29	CCOC(=O)c1c(-c2ccc(F)cc2)csc1NC(=O)c1c(-c2ccccc2)noc1C
-3	Cc1ccc(S(=O)(=O)NC(=O)NCCCCNC(=O)NS(=O)(=O)c2ccc(C)cc2)cc1
19	CCOc1cc(NC(=O)c2ccccc2C)c(OCC)cc1NC(=O)C1=Cc2ccccc2OC1

Some values from the list.
Mac1 fbg enh with `CCNc1nc(NCc2ccccc2)nc(SCC(=O)Nc2ccccc2)n1` → 4
Mac1 fbg enh with `Cc1ccc(S(=O)(=O)NC(=O)NCCCCNC(=O)NS(=O)(=O)c2ccc(C)cc2)cc1` → -3
Mac1 fbg enh with `Cc1cc(C)c(S(=O)(=O)N2CCN(c3ccc([N+](=O)[O-])c(NCC4CCCO4)c3)CC2)c(C)c1` (configuration not stated) → -4
Mac1 fbg enh with `CCOc1cc(NC(=O)c2ccccc2C)c(OCC)cc1NC(=O)C1=Cc2ccccc2OC1` → 19
Mac1 fbg enh with `CCOC(=O)Nc1nc(-c2ccccc2)c(C(=O)c2ccc(Cl)cc2)s1` → -1
Mac1 fbg enh with `CCOC(=O)c1c(-c2ccc(F)cc2)csc1NC(=O)c1c(-c2ccccc2)noc1C` → 29
Mac1 fbg enh with `Cc1ccc(-n2nnnc2SC(C)C(=O)NCC(=O)Nc2ccc(F)c(F)c2F)c(C)c1` (configuration not stated) → 2

Bioassay records deposited in PubChem BioAssay by Sanford-Burnham Center for Chemical Genomics.
